Compound activity deposited in PubChem by The Scripps Research Institute Molecular Screening Center.
GPR151 activ – human GPR151 activation | PathHunter beta-arrestin GPR151 cells, luminescence | activation, % at 11.2 µM | Q8TDV0 | 1% of 650,000 active; in the data active means activation above about 4.9%;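 further: 0% = median of compound wells and 100% = cells with positive control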
Target sequence (Q8TDV0 whole entry, looked up): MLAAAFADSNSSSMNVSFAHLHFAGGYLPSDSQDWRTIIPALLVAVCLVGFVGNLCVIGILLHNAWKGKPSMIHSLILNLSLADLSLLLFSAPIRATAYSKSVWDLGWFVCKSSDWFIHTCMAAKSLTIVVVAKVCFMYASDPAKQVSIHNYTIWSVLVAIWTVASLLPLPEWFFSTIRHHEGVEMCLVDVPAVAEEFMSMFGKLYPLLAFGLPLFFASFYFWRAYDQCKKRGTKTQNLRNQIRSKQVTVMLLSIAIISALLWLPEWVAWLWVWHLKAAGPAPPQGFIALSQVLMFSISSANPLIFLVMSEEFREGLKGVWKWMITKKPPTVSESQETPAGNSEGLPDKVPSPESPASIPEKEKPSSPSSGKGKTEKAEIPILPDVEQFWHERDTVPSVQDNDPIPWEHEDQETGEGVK
TEAD-YAP inh – TEAD-YAP interaction inhibition | inhibition, % at 9.12 µM | HEK-TIYL cells, TEAD-Gal4/YAP UAS-luciferase luminescence | 1.4% of 640,000 active; in the data active means inhibition above about 32%;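 further: 0% = median of test compound wells and 100% = reference inhibitor wells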
FBW7 act – human FBW7 E3 ligase activation, primary screen | Q969H0 | AlphaScreen FBW7–phospho-cyclin E peptide binding, activator screen | normalized activity (activation), % at 26.1 µM | 0.13% of 650,000 active; in the data active means normalized activity above about 1.9%;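 further: purified mutant Fbw7 with reduced substrate affinity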
MITF inh – inhibitors of human MITF; 0.91% of 650,000 active; O75030; AlphaScreen MITF homodimerization, bead proximity signal; inhibition, % at 2.6 µM; in the data active means inhibition above about 50%;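 further: 0% = vehicle wells with protein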
Target sequence (O75030 whole entry, looked up): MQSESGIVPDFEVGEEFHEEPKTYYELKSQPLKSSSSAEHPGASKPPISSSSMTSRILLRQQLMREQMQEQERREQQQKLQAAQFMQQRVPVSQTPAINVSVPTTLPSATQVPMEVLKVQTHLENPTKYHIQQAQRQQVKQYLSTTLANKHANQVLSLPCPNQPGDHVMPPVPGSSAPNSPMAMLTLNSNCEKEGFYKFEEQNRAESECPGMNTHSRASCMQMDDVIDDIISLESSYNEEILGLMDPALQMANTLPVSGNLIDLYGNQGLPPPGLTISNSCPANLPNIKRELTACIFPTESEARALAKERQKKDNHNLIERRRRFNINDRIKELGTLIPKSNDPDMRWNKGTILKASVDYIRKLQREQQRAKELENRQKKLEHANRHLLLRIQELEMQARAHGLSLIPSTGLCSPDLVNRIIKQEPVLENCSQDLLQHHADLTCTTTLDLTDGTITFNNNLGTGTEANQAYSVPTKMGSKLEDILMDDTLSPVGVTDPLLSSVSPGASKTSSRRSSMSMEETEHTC
* hit, by the source's call; x = no result given; & = joins results of further samples.

SMILES	GPR151 activ	TEAD-YAP inh	FBW7 act	MITF inh
COc1ccccc1NC(C)C(=O)N/N=C/c1cc([N+](=O)[O-])cc(OC)c1O (stereo not given)	0.4	2	0.2	9
CCn1c(C(=O)O)c(CC(=O)N(C)c2ccc(F)cc2)c2ccccc21	-0.9	-3	-0.1	11
CCOC(=O)C1=C(C)N=c2s/c(=C\c3cc(Br)ccc3OCC)c(=O)n2C1c1ccccc1OC(C)C (stereo not given)	0.2	3	0.1	-3
COc1ccc(C(=O)Nc2ccnn2C2CCN(Cc3cccc(Cl)c3)CC2)cc1	1.4	26	0.1	-4
COc1ccc(CC2(CCC(=O)NC(C)c3cn(C)nc3C)CCC(=O)N2)c(F)c1 (stereo not given)	-0.9	0	0.0	-21
COc1cc(CCC(=O)N2CCCC2c2nc3cc(C)c(C)cc3[nH]2)on1 (stereo not given)	0.3	-1	-0.1	12
CC(Oc1ccccc1)C(=O)N1CCN=C1SCc1cccnc1 (stereo not given)	-2.0	-7	0.0	7
O=C(NCc1ccccc1Cl)c1cnc2n(c1=O)CCS2	-0.7	-11	0.6	7
Cn1c(NC(=O)c2ccc(Cl)c([N+](=O)[O-])c2)nc2ccccc21	0.6	-15	0.0	1
COCCCN1C(=O)CC(CC(=O)NCc2nc(C)cs2)(c2ccccc2C)C1=O (stereo not given)	1.2	4	0.2	3
CC(C)(C)NC(=O)C(c1cccs1)N(Cc1ccc(F)cc1)C(=O)c1csnn1 (stereo not given)	-0.8	11	1.2	15
O=C1CCCN1CCCNc1nc(NCc2ccccc2)c2ncn(-c3ccccc3)c2n1	-0.2	-10	0.1	15
CCN1CCN(c2ncc(C(=O)N3CCCc4ccccc43)c3ccccc23)CC1	-0.6	10	0.0	3
NC(=O)C1(N2CCCCC2)CCN(C(=O)CCCn2c(=O)[nH]c3ccccc3c2=O)CC1	0.1	-5	-0.1	-3
CC1CCCCC1NC(=O)c1ccc(S(=O)(=O)NNC(=O)c2ccncc2)cc1 (stereo not given)	0.7	-51	-0.1	-1
CC(C)Oc1ccc(C(=O)NC(CO)C(=O)O)cc1 (stereo not given)	-0.9	-5	1.2	19
C1CCCN(c2nc3nonc3nc2NCCN2CCOCC2)CC1	-0.2	8	-0.1	12
CCOc1ccc(S(=O)(=O)n2ccnc2)cc1C	-1.1	7	0.0	15
COc1cc(Nc2nc(Nc3nccc4ccccc34)nc3c2ncn3-c2ccsc2)cc(OC)c1OC	0.3	13	0.0	49
CCOC(=O)c1ccccc1N=Cc1c(O)n(Cc2ccccc2Cl)c(=O)[nH]c1=O	1.1	2	0.0	14
Nc1ccccc1-c1nnc(SCC(=O)c2ccccc2)o1	-1.2	-42	-0.1	0
C/C(=N\NC(=S)Nc1ccc(F)cc1)c1ccc2c(c1)OCCO2	-2.2	-5	-0.2	-5
CCN1C(=O)C2C(c3ccc(O)cc3)NC(CO)(C(=O)OC)C2C1=O (stereo not given)	-0.4	4	-0.1	10
Cc1cc(Oc2cc(NC(=O)c3c(-c4ccccc4)nn(-c4ccccc4)c3C)cc([N+](=O)[O-])c2)cc(C(C)C)c1	0.8	2	0.0	2

Profiles, quoted from the list. Screens in order: GPR151 activ | TEAD-YAP inh | FBW7 act | MITF inh
C1CCCN(c2nc3nonc3nc2NCCN2CCOCC2)CC1 across the screens: -0.2 | 8 | -0.1 | 12
CCOc1ccc(S(=O)(=O)n2ccnc2)cc1C across the screens: -1.1 | 7 | 0.0 | 15

Later entries.
SMILES	GPR151 activ	TEAD-YAP inh	FBW7 act	MITF inh
O=C(COc1c(Cl)cccc1Cl)NN1C(=O)CSC1=S	-0.7	1	0.0	3
Cc1[nH]n(-c2ccccc2)c(=O)c1C=Nc1ccc(S(=O)(=O)N2CCCCC2)cc1	0.9	-10	-0.2	2
Cc1ccccc1NC(=O)c1cnc2n(c1=O)CCS2	0.1	-4	0.1	3
O=C(O)c1cccc(NC(=O)C2CCN(S(=O)(=O)c3cccc4nsnc34)CC2)c1	0.2	-4	-0.2	-4
CCCCNCCOc1c(OC)cccc1OC	-1.6	-3	0.2	29
COc1cccc(CN2CCC3(CCC(CNC(=O)C(C)C)O3)CC2)c1O (stereo not given)	0.3	2	-0.1	6
CCCCCCCCCCCCCCCCCCOC[C@H](COP(=O)(O)OCC[N+](C)(C)C)OC	1.9&0.5	4	0.8	-14&21
CN1C[C@H](C(=O)N[C@]2(C)O[C@@]3(O)[C@@H]4CCCN4C(=O)[C@H](Cc4ccccc4)N3C2=O)CC2c3cccc4[nH]cc(c34)C[C@H]21 (mixture of isomers)	-1.1	x	0.1	-3
CCOC(=O)N1CCc2c(sc(NC(=O)c3ccco3)c2C(N)=O)C1	-0.6	13	0.1	10
O=C(N/N=C/c1ccc([N+](=O)[O-])s1)c1ccc([N+](=O)[O-])cc1	-0.8	13	0.0	0
CC1(C)CC(=O)c2c(oc3c2cc(NS(=O)(=O)c2ccc(Cl)c([N+](=O)[O-])c2)c2ccccc23)C1	0.6	4	0.0	7
O=C(Nc1ccc(Cl)cn1)c1sc2ccccc2c1Cl	0.1	-31	0.3	3
COc1ccc(NC(C)C(=O)N/N=C/c2cc(Br)ccc2OC)cc1 (stereo not given)	-0.6	-1	-0.1	5
O=C1CC(CSc2ccc(Cl)cc2)=NN1c1nc2ccccc2s1	-1.1	-1	0.0	-10
Cc1cnc(Cl)nc1N	-1.3	4	0.0	1
CC(C)(C)c1ccc(C(=O)NCCC(=O)NNC(=O)COc2ccc(F)cc2)cc1	-2.0	3	0.0	-1
COCCn1nnnc1C(c1ccc(OC)c(OC)c1)N1CCN(C)CC1 (stereo not given)	1.1	-2	0.0	2
CC(C)N=C(NS(=O)(=O)c1ccccc1)c1ccccc1	0.3	9	0.4	1
Cc1ccc2c(c1)N(CC(=O)N(Cc1cccnc1)CC1CCCO1)C(=O)C(C(C)C)O2 (stereo not given)	-0.2	-1	-0.1	-9
O=C(NCCO)c1nnc(-c2cccc(Cl)c2)o1	-1.0	-24	0.4	-16
NC(=O)CNCCC(c1ccccc1)c1ccccc1	-1.9	0	0.2	22
CC(Cl)C(=O)Nc1ccc(C(F)(F)F)cc1 (stereo not given)	0.0	14	0.0	-5
Fc1ccccc1-c1nc2ccccn2c1NCC1CCCO1 (stereo not given)	-0.3	4	0.0	0
Cc1ccc2cnn(CC(=O)NC(C)C)c2c1	-0.6	0	0.0	-4

Ordered by molecular weight (smallest number first): 7 of the compounds above.
SMILES	GPR151 activ	TEAD-YAP inh	FBW7 act	MITF inh
O=C(NCCO)c1nnc(-c2cccc(Cl)c2)o1	-1.0	-24	0.4	-16
CC(C)N=C(NS(=O)(=O)c1ccccc1)c1ccccc1	0.3	9	0.4	1
Fc1ccccc1-c1nc2ccccn2c1NCC1CCCO1 (stereo not given)	-0.3	4	0.0	0
O=C1CC(CSc2ccc(Cl)cc2)=NN1c1nc2ccccc2s1	-1.1	-1	0.0	-10
COc1ccc(NC(C)C(=O)N/N=C/c2cc(Br)ccc2OC)cc1 (stereo not given)	-0.6	-1	-0.1	5
CC(C)(C)c1ccc(C(=O)NCCC(=O)NNC(=O)COc2ccc(F)cc2)cc1	-2.0	3	0.0	-1
Cc1ccc2c(c1)N(CC(=O)N(Cc1cccnc1)CC1CCCO1)C(=O)C(C(C)C)O2 (stereo not given)	-0.2	-1	-0.1	-9

Other entries follow.
SMILES	GPR151 activ	TEAD-YAP inh	FBW7 act	MITF inh
O=C(C1CCC1)N1CCc2cc(S(=O)(=O)N3CCc4ccccc4C3)ccc21	0.7	1	0.3	4
COc1ccc(-c2nnc(SCc3nnc(-c4ccccc4)o3)o2)cc1	0.8	-3	-0.1	1
CCCCOc1ccccc1C1C(C(=O)OC)=CN(Cc2ccc(Cl)cc2)C=C1C(=O)OC	-0.6	4	-0.1	-19
c1ccc2c(-c3cnn4c(NC5CCCNC5)ccnc34)cccc2c1 (stereo not given)	0.4	-65	0.0	-9
O=C(O)CC/C(=N/Nc1ccc(S(=O)(=O)Nc2ccccc2)cc1[N+](=O)[O-])C(=O)O	1.2	-8	0.0	3
Cc1ccc(C)c(C(=O)NCC2Cc3cc(-c4cnccn4)ccc3O2)c1 (stereo not given)	-0.6	-14	-0.2	-14
Cc1oc(-c2ccccc2Cl)nc1CS(=O)(=O)CC(=O)NC1CCC(C)CC1 (stereo not given)	-1.2	0	0.1	2
CCOC(=O)C1=C(C)NC2=C(C(=O)C(C(=O)OCC)C(c3cccc(OC)c3)C2)C1c1cccc(Oc2ccccc2)c1 (stereo not given)	1.3	-5	0.1	12
CC(C)COC(=O)c1ccccc1N1C(=O)C2C3CCC(C3)C2C1=O (stereo not given)	1.7	-8	1.0	17
Cc1nnc2c(Nc3cc(Cl)ccc3O)nc3ccccc3n12	0.3	1	-0.1	7
CC(C)(C)c1ccc(C(=O)Nc2ccc(Br)cn2)cc1	-1.5	-63	-0.1	10
CC1=CC2(O)OCCN(Cc3ccccc3)C2=CC1=O (stereo not given)	-1.0	15	0.1	24
O=C(O)C1C2C=CC(C2)C1C(=O)Nc1ccc([N+](=O)[O-])cc1 (stereo not given)	1.7	13	-0.2	-1
COc1ccc(NC(=O)c2cc3ccccc3o2)cc1OC	0.0	-62	0.0	-2
C/C(=N\Nc1cccc(C(=O)O)c1)c1ccc(-n2ccnc2)cc1	1.0	-22	-0.1	-3
CC(C)(C)c1ccc(-c2cc(C(=O)Nc3ccc(F)cc3)c3ccccc3n2)cc1	1.5	-27	-0.4	3
COc1ccc(C2C(=O)N(C3CCCC3)CC(=O)N2Cc2cccs2)cc1 (stereo not given)	11*	2	0.0	-2
CCOc1cccc(-c2nc3ccc(OC(=O)CC)cc3c(=O)o2)c1	-2.0	-5	-0.6	0
O=C(O)CSCC(=O)c1c[nH]c2ccccc12	-0.4	7	0.3	0
CCOC(=O)C1=C(C)N=c2s/c(=C/c3ccc(C)cc3)c(=O)n2C1c1ccc(C)cc1 (stereo not given)	0.5	-1	0.5	31
COc1ccc(Oc2coc3cc(OCc4cccc(Cl)c4)ccc3c2=O)cc1	-1.0	4	-0.1	-6
Cc1ccccc1NCC(=O)N/N=C\c1cc(Br)ccc1O	-0.5	8	0.1	-7
CCOC(=O)CNC(=O)c1sc2ncnc(N3CCN(c4ccccn4)CC3)c2c1C	2.1	21	0.1	3
CCOc1ccc(NS(=O)(=O)c2ccc(OCC)cc2[N+](=O)[O-])cc1	0.3	2	0.0	15
Cc1ccc(C)c(OCC(=O)Nc2cccc(C(=O)NN3C(=O)c4ccccc4C3=O)c2)c1	-0.2	-5	0.7	-11
CCc1ccccc1S(=O)(=O)Cc1ccc(C(=O)NC2CCCC2)o1	3.2	8	0.7	14
CCN(CC)c1ccc(CN2CCc3nnc(C(C)NC(=O)C(C)C)n3CC2)cc1 (stereo not given)	0.0	3	0.0	0
O=C1N=C(N2CCOCC2)S/C1=C/c1ccco1	0.6	-6	-0.1	8
COc1ccc2c(c1)C(C)=CC(C)(C)N2C(=O)Nc1ccc(Cl)c([N+](=O)[O-])c1	1.2	-8	-0.1	-7
CSCCNC1CCN(c2ccc(C(=O)N3CCc4ccccc4C3)cc2)CC1	0.4	2	-0.2	-2
c1ccc(OCCOc2ccccc2-c2nnco2)cc1	1.3	-15	0.4	12
Cc1cccc(-n2c(Cc3cccn3C)nnc2SCC(=O)N2CCOCC2)c1C	1.4	-5	0.0	-2
Cc1ccc(S(=O)(=O)N2CCN3C(=O)[C@H](CC(C)C)NC(=O)[C@H]3C2)cc1	0.2	1	-0.2	3
Cc1cccc(NC(=O)CCC(=O)OCC(=O)c2ccc(C)c([N+](=O)[O-])c2)c1	-1.9	0	0.2	6
CC(=O)N1c2ccccc2C2(O)N=C(CN3CCCCC3)SC12 (stereo not given)	-0.6	3	0.1	5
COc1cccc(CN2CCNC(=O)C2CC(=O)NCc2c(C)n[nH]c2C)c1 (stereo not given)	-1.2	-4	0.5	16
CCOC(CNC(=O)c1cccn2c(=O)c3c(C)c(C)sc3nc12)OCC	-0.5	-6	-0.1	10
CC(=O)NC(Cc1ccccc1)C(=O)OCC(=O)c1ccc(Br)cc1 (stereo not given)	-0.5	-3	0.1	-1
CC(C)OC(=O)c1c(NC(=O)COc2ccc(F)cc2F)sc2c1CCCC2	1.4	-2	0.1	8
COc1ccc(C(=O)N/C(=C\c2ccc([N+](=O)[O-])cc2)C(=O)NC(CC(C)C)C(=O)O)cc1 (stereo not given)	-0.9	6	0.2	15
CCOC(=O)c1cc2c(=O)c3ccccc3oc2nc1C	-2.1	-28	-0.1	-1
O=C(NCc1ccco1)C1CCCN(S(=O)(=O)c2ccc(Br)cc2)C1 (stereo not given)	1.0	-6	0.5	21
CCCOc1ccc(/C(O)=C2/C(=O)C(=O)N(c3ccccn3)C2c2ccc(Cl)cc2)cc1C (stereo not given)	1.4	-2	-0.1	-7
COc1ccc(CCNC(=O)c2cc3c(=O)n4ccccc4nc3n2C)cc1OC	1.3	-7	-0.1	-3
C/C(CC(=O)NCc1ccco1)=N\NC(=O)COc1ccccc1	0.2	-3	0.1	5
COc1ccccc1NCC(=O)NNC1=NCCC1	2.5	1	0.0	-7
Cc1cc(=O)[nH]c(SCc2cnc(C)nc2N)n1	-0.9	6	0.1	-1
CNC[C@H](O)[C@@H](O)[C@H](O)[C@H](O)CO	3.2	-2	0.0	9
